M4 ag: agonists of human muscarinic M4 receptor (CHRM4); P08173; CHO-K1 hM4/Gqi5, Fluo-8 calcium fluorescence; vehicle 0%, full acetylcholine response 100%; activation, % at 3 µM; 360,000 tested, 0.14% active; AID 624127;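 active = activation above the run mean over all test wells plus 3 SD, cut at about 32% in these data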;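 note: peak over basal fluorescence ratio per well then scaled between controls; 0% = DMSO wells and 100% = acetylcholine at EC100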
Target sequence (P08173 whole entry, looked up): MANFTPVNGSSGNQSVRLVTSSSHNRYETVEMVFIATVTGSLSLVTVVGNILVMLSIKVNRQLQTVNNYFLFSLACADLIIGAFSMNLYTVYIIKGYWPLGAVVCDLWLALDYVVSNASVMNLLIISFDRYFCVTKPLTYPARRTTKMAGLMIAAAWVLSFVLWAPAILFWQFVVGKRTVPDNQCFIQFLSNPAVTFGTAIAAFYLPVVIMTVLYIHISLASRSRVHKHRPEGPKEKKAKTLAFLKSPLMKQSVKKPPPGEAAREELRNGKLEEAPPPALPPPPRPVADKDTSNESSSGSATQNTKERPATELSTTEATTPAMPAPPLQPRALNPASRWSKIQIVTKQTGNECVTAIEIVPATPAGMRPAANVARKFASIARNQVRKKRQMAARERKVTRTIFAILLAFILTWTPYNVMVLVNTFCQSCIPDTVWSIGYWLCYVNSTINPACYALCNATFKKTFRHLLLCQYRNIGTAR
CHO-K1 Ca antag: M1 antagonist counterscreen hit in parental CHO-K1 cells. ATP-induced calcium, Fluo-8 fluorescence. inhibition, % at 3 µM. 360,000 tested, 0.6% active;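 active = inhibition above a per-plate cutoff, the plate's mean sample inhibition plus 3 SD, cut at about 24% in these data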;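 note: 0% = DMSO plus EC80 ATP and 100% = DMSO alone without ATP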
M4 PAM: CHRM4 positive allosteric modulation; P08173; 360,000 tested, 0.4% active; activation, % at 3 µM; CHO-K1 hM4/Gqi5, Fluo-8 calcium fluorescence, ACh EC20; 0% = ACh EC20, 100% = maximal ACh; AID 624126;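 active = activation above its plate's cutoff, the mean activation of sample wells plus 3 SD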; note: some results filed as inactive read as strong as hits
CHO-K1 Ca ag: nonselective activator or artifact in parental CHO-K1 cells; Fluo-8 calcium fluorescence; scaled to maximal ATP response, vehicle zero; activation, % at 3 µM; 360,000 tested, 0.48% active; in the data active = activation above about 15%;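 note: untransfected CHO-K1 host cells lacking M1 receptor as counterscreen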
CHRM5 agonist: agonists of human muscarinic M5 receptor (CHRM5) | CHO-K1 hM5 cells, Fluo-8 calcium fluorescence; 0% DMSO wells, 100% maximal acetylcholine response | activation, % at 3 µM | 360,000 tested, 0.19% active | AID 624037;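 active = activation above the run's mean over test compounds plus 3 SD, cut at about 23% in these data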;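 note: signal is peak over basal fluorescence ratio across the kinetic read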
Target sequence (P08912 whole entry, looked up): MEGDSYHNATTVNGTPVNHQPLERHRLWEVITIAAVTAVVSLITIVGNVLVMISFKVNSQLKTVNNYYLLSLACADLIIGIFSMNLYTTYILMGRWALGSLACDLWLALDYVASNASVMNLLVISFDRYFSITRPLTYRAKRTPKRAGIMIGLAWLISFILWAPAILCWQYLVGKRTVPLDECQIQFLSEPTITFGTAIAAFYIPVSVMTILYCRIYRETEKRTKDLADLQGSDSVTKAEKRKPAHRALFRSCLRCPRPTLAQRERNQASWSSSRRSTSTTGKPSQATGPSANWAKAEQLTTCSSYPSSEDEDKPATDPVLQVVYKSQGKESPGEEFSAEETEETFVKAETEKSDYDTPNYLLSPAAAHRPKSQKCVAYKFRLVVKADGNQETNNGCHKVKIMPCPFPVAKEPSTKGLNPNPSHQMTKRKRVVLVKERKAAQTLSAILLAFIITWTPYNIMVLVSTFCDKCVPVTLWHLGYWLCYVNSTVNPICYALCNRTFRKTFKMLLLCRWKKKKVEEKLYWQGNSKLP
M1 PAM parental: counter-screen for M1 PAMs: effect in parental CHO-K1 cells. ATP EC20, Fluo-8 calcium fluorescence; 0% at ATP EC20, 100% at ATP max. 360,000 tested, 0.02% active. activation, % at 3 µM. AID 602247;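 active = activation above the run cutoff, the mean activation of all test compounds plus 3 SD, cut at about 40% in these data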;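 note: peak over basal fluorescence ratio in a 140 s read after ATP addition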
CHRM4 antagonist: antagonists of human muscarinic M4 receptor (CHRM4); P08173; CHO-hM4 cells, ACh EC80, Fluo-8 calcium fluorescence; inhibition, % at 3 µM; 360,000 tested, 0.73% active; AID 624125;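 active = inhibition above its plate's cutoff, the mean inhibition of sample wells plus 3 SD, cut at about 27% in these data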;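 note: 0% = acetylcholine EC80 with DMSO and 100% = DMSO without agonist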
M5 PAM: positive allosteric modulators of human muscarinic M5 receptor. P08912. CHO-K1 hM5, Fluo-8 calcium, ACh EC20 PAM; 0% = ACh EC20, 100% = ACh EC100. activation, % at 3 µM. 360,000 tested, 0.3% active. AID 624038;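 active = activation above the run cutoff, the mean activation of all test compounds plus 3 SD, cut at about 18% in these data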
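system = human M5 receptor in CHO-K1 cells | compound = one concentration, 3 µM final (nominal) | schedule = Post-acetylcholine fluorescence recording 140 s | signal = Fluo-8 calcium dye fluorescence, kinetic read | benchmarks = low control EC20 acetylcholine (0%), high control EC100 acetylcholine (100%) | repeats = singlicate, one well per test compound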
CHRM5 antagonist: CHRM5 antagonism in calcium assay | P08912 | CHO-hM5 cells, Fluo-8 calcium fluorescence, ACh EC80 | inhibition, % at 3 µM | 360,000 tested, 0.59% active | AID 624040;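 active = inhibition above a per-plate cutoff, the mean of that plate's test compounds plus 3 SD, cut at about 27% in these data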;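 note: 0% = acetylcholine EC80 with DMSO and 100% = DMSO without agonist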
* hit, by the source's call; x = no result given. Not a hit list; overall some 2.7% were active at least once.

SMILES | M4 ag | CHO-K1 Ca antag | M4 PAM | CHO-K1 Ca ag | CHRM5 agonist | M1 PAM parental | CHRM4 antagonist | M5 PAM | CHRM5 antagonist
CC(=O)NCc1ccc(-c2csc(NC(=O)CCCc3nc4ccccc4c(=O)[nH]3)n2)cc1 | 0 | -11 | 15 | -0.4 | 4 | 14 | 3 | 10 | 6
CC(=O)c1cccc(OCC(=O)NC2CCCCCC2)c1 | 1 | -1 | 2 | 0.8 | -1 | 7 | -9 | -4 | 2
S=C(NC1CCCCC1)N1CCN(Cc2ccccc2Cl)CC1 | 2 | -10 | -5 | 1.8 | -4 | 0 | -3 | -3 | -4
COc1ccc2oc(=O)c(C(=O)N3CCCc4ccccc43)cc2c1 | 3 | -21 | -5 | 0.6 | 0 | 4 | -1 | -7 | 9
CCC(=O)c1ccc(OCC(=O)Nc2ccc3nc(C)sc3c2)cc1 | 7 | -15 | 6 | 9.2 | 3 | 3 | 2 | -7 | 8
CC(C)Nc1ncnc2c1ncn2[C@H]1CN(Cc2cccs2)C[C@@H](CO)O1 | 1 | -8 | 7 | 0.6 | 0 | -12 | -19 | 4 | -11
CNC(=O)c1ccc(N(Cc2ccccc2)S(C)(=O)=O)cc1 | 1 | -3 | -2 | 0.7 | 0 | 21 | 1 | 2 | 10
COC(=O)c1ccc(CNC(=O)[C@@H]2CCCN2S(=O)(=O)c2ccccc2F)cc1 | 2 | -16 | 12 | 1.9 | 3 | 13 | -13 | -2 | -4
CC(=O)Nc1ccc(NC(=O)Nc2cccc(Cl)c2)cc1 | 3 | -6 | -2 | 2.5 | 3 | 7 | -3 | -5 | 4
Cc1ccc(C)c(NC(=O)c2cnc3n(c2=O)CCS3)c1 | 3 | -5 | 16 | -0.6 | 3 | 5 | -6 | 8 | -1
COc1ccc(C)cc1NC(=O)CCN1CCN(c2ccccc2F)CC1 | 0 | -9 | 1 | 0.5 | -7 | 13 | -7 | -4 | 6
COC(=O)C1=C(C)Nc2[nH]c(=S)[nH]c(=O)c2C1c1ccc(O)cc1 (configuration not stated) | 1 | -8 | 20 | 0.8 | 0 | 11 | 12 | 1 | 8
O=C(CN1C(=O)NC2(CCc3ccccc32)C1=O)NCc1ccc(Cl)cc1 (configuration not stated) | 2 | -10 | 24* | -0.1 | 2 | -10 | -9 | 0 | 8
CN(C)c1ccc(Nc2c3c4c(cccc4n(C)c2=O)C(=O)c2ccccc2-3)cc1 | 2 | -7 | 4 | 1.2 | 1 | 17 | 4 | 2 | -7
Cc1cc(N2CCCC2)ccc1NC(=O)COc1cccc(C(F)(F)F)c1 | 6 | -11 | -8 | 6.9 | -1 | -5 | -6 | 0 | -13
COc1ccc(CC(=O)Nc2ccc(-c3noc(-c4ccccc4OC)n3)cc2)cc1 | 6 | -2 | -1 | 3.3 | 5 | 13 | -1 | -5 | 3
CCOc1ccc(N(CC(=O)NCc2ccc(F)cc2)C(=O)c2snc(C(N)=O)c2N)cc1 | 1 | -15 | -3 | 1.0 | -1 | 12 | 4 | -1 | 2
Cc1cc(N2C(=O)C(O)=C(C(=O)c3ccco3)C2c2cccc(Cl)c2)no1 (configuration not stated) | -1 | 10 | 2 | -1.1 | 0 | -29 | -5 | 0 | 14
CCCc1cc(=O)[nH]c(SCC(=O)Nc2sc(C(N)=O)c(C)c2C(=O)OCCOC)n1 | -1 | -12 | 4 | -0.8 | 2 | -3 | -1 | -5 | 0
CCOC(=O)c1ccc(NC(=O)CNC(=O)C2CCCCC2)cc1 | 2 | 5 | 2 | 1.4 | 3 | 1 | 5 | -4 | -1
COc1ccc(N(CC(=O)NCc2ccccc2)C(=O)CCC(=O)Nc2cc(C)ccn2)c(OC)c1 | 4 | 18 | -19 | 1.6 | -5 | 6 | 4 | 0 | 14
COc1ccc2[nH]c(=O)c(COC(=O)c3cccs3)cc2c1 | 3 | -1 | 2 | 2.3 | 0 | 16 | -9 | -8 | 8
CCN(CC)S(=O)(=O)c1csc(C(=O)Nc2ccccn2)c1 | 1 | 27* | -3 | 0.1 | 2 | -8 | -1 | 1 | -4
COc1ccc(CC(O)COS(N)(=O)=O)cc1 (configuration not stated) | 1 | 5 | 15 | -0.1 | 2 | -5 | -8 | 8 | 0
Cc1ccc(F)c(C2C3C=CCC(c4cccc(-c5ccc(N(C)C)cc5)c4)C3C(=O)N2Cc2ccccc2)c1 (configuration not stated) | 2 | -8 | 10 | 0.2 | 2 | 8 | -17 | 10 | -6
COC(=O)Cc1c(C)c2ccc(OCC(=O)N3CCCC(C)C3)c(C)c2oc1=O (configuration not stated) | 10 | -7 | -8 | 8.7 | 6 | 8 | -6 | -9 | -1
COc1ccc(-c2nsc3c(N4CCN(S(=O)(=O)c5ccccc5F)CC4)ncnc23)cc1 | 1 | 17 | 1 | -0.6 | 1 | -10 | 1 | 3 | -9
CN(CC(=O)Nc1ccccc1Br)C(=O)CNC(=O)c1ccco1 | 1 | 10 | 4 | 6.4 | 2 | 9 | -11 | 5 | -6
CCn1c(=O)cc(OCC(=O)NCc2cccnc2)c2ccccc21 | -1 | 4 | -4 | -0.4 | -3 | -3 | 0 | 0 | 5
COCCNC(=O)/C(C#N)=C\c1ccc(CNS(=O)(=O)c2ccccc2)o1 | 0 | 22 | 6 | -0.3 | -2 | -13 | -6 | 2 | 9
CCSc1nc2c([nH]c3ccccc32)c(=O)n1C | 0 | -8 | 8 | 0.9 | -4 | 21 | -12 | -2 | 1
Cc1n[nH]c(=S)n1-c1ccccc1 | 0 | -3 | -7 | 0.6 | -3 | 0 | 5 | 7 | 1
Cc1cc(-c2nn(C)c(=O)c3ccccc23)cc(C)c1O | 0 | 11 | -2 | -0.1 | 3 | -20 | -1 | 8 | -1
CCOC(=O)Cc1csc(NC(=O)c2cc(C)on2)n1 | 1 | 1 | -3 | 1.2 | -1 | -2 | 0 | -2 | 2
O=C(NNS(=O)(=O)c1ccc(Br)cc1)c1cccs1 | 0 | 2 | -7 | 0.0 | -4 | 11 | 4 | -3 | -4
O=C(CC1Nc2ccccc2NC1=O)Nc1ccccc1 (configuration not stated) | 1 | -12 | 3 | 0.2 | -1 | 13 | 0 | -7 | 4
CCC(=O)c1ccc(O)c(OC)c1 | 0 | 6 | -1 | 0.3 | 1 | 11 | 1 | 5 | 5
CCN(CC(=O)NCc1ccc(Cl)cc1)C(=O)CSCC(=O)Nc1ccc(C)cc1 | 4 | 3 | -4 | 0.1 | -1 | -28 | 2 | -1 | 5
Cc1nc(-n2cc(F)c(=O)[nH]c2=O)c2nc(C)oc2n1 | 0 | -2 | 1 | 0.0 | 2 | 14 | 5 | -1 | -2
CO[C@H]1CN(C)C(=O)c2cc(NC(=O)C3CCCC3)ccc2OC[C@@H](C)NC[C@H]1C | 1 | x | 9 | x | 0 | x | -21 | -3 | -1
C[C@H](CO)N1C[C@H](C)[C@@H](CN(C)S(=O)(=O)c2ccccc2)OCc2cnnn2CCCC1=O | 1 | 1 | 10 | 1.2 | -1 | -8 | -4 | 0 | 11
Cc1ccc(NS(=O)(=O)N2CCOCC2)c(C)c1 | 0 | -13 | -2 | 0.5 | -3 | 14 | 7 | -8 | 21
NC(=O)c1cc2ccccc2o/c1=N/NC(=O)c1cccc(F)c1 | 4 | -18 | 4 | 2.5 | -1 | 10 | 5 | -4 | 4
O=C1SCCN1N=Cc1ccc([N+](=O)[O-])o1 | 1 | -10 | -2 | 1.6 | -1 | 12 | 9 | -6 | 20
CCc1nc2ccc(C(=O)Nc3cc(-c4ccccc4)ccc3OC)cn2c1N(CC)Cc1cccc(Br)c1 | 0 | -12 | 1 | 0.3 | 1 | 15 | -5 | 1 | -1

An excerpt taken from the entries so far:
SMILES | M4 ag | CHO-K1 Ca antag | M4 PAM | CHO-K1 Ca ag | CHRM5 agonist | M1 PAM parental | CHRM4 antagonist | M5 PAM | CHRM5 antagonist
CCC(=O)c1ccc(O)c(OC)c1 | 0 | 6 | -1 | 0.3 | 1 | 11 | 1 | 5 | 5
CCN(CC(=O)NCc1ccc(Cl)cc1)C(=O)CSCC(=O)Nc1ccc(C)cc1 | 4 | 3 | -4 | 0.1 | -1 | -28 | 2 | -1 | 5
Cc1nc(-n2cc(F)c(=O)[nH]c2=O)c2nc(C)oc2n1 | 0 | -2 | 1 | 0.0 | 2 | 14 | 5 | -1 | -2
CO[C@H]1CN(C)C(=O)c2cc(NC(=O)C3CCCC3)ccc2OC[C@@H](C)NC[C@H]1C | 1 | x | 9 | x | 0 | x | -21 | -3 | -1
C[C@H](CO)N1C[C@H](C)[C@@H](CN(C)S(=O)(=O)c2ccccc2)OCc2cnnn2CCCC1=O | 1 | 1 | 10 | 1.2 | -1 | -8 | -4 | 0 | 11
Cc1ccc(NS(=O)(=O)N2CCOCC2)c(C)c1 | 0 | -13 | -2 | 0.5 | -3 | 14 | 7 | -8 | 21
NC(=O)c1cc2ccccc2o/c1=N/NC(=O)c1cccc(F)c1 | 4 | -18 | 4 | 2.5 | -1 | 10 | 5 | -4 | 4
O=C1SCCN1N=Cc1ccc([N+](=O)[O-])o1 | 1 | -10 | -2 | 1.6 | -1 | 12 | 9 | -6 | 20
CCc1nc2ccc(C(=O)Nc3cc(-c4ccccc4)ccc3OC)cn2c1N(CC)Cc1cccc(Br)c1 | 0 | -12 | 1 | 0.3 | 1 | 15 | -5 | 1 | -1

Continued.
SMILES | M4 ag | CHO-K1 Ca antag | M4 PAM | CHO-K1 Ca ag | CHRM5 agonist | M1 PAM parental | CHRM4 antagonist | M5 PAM | CHRM5 antagonist
Cc1ccc(C)c(S(=O)(=O)N2CCCC2CNC(=O)C(=O)NCCN2CCOCC2)c1 (configuration not stated) | 1 | -14 | 10 | 4.2 | 3 | 32 | -12 | 8 | 5
COc1ccc(N(CC(=O)NCCC2=CCCCC2)S(=O)(=O)c2ccc(C)cc2)cc1OC | 0 | -11 | 2 | -0.4 | -3 | 20 | 0 | 6 | 1
CCOc1cc(/C=C2\SC(=N)N(c3nonc3N)C2=O)ccc1OCCN1CCOCC1 | 8 | -5 | 3 | 2.7 | 2 | 9 | -8 | -4 | -5
COc1ccc(-c2c(C#N)c(N)nc3c2CCCC3)cc1OC | 2 | -5 | 11 | -0.1 | 1 | -9 | 6 | 11 | -8
Cc1ccc(S(=O)(=O)N2CCC(C(=O)Nc3ccc(C(C)C)cc3)CC2)cc1 | 8 | -9 | -9 | 5.8 | -10 | 7 | -9 | -28 | -11
Cn1ncc([N+](=O)[O-])c1C(=O)NCc1ccccc1 | 0 | -9 | -1 | 0.5 | -10 | 16 | -5 | 3 | 6
C=CCOC(=O)COc1ccc2c(C)c(C)c(=O)oc2c1C | 0 | -7 | -4 | 0.4 | 0 | 5 | -10 | -2 | -3

High-throughput results as filed in PubChem.
